SR-BI DiI inh = blocks mouse SR-BI lipid uptake from DiI-HDL; inhibition, % at 12.5 µM; AID 488896; ldlA[mSR-BI] CHO cells, DiI-HDL uptake fluorescence, 3 h; 320,000 compounds, 0.96% hits; Q61009;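 active means mean replicate inhibition of at least 70% and a set share of replicates each scoring 70 or more; inconclusive means meets just one of the two criteria; inactive means fails both criteria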;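 further: 0% = median of neutral control wells and 100% = median of positive control wells; values of inactives mirror those of a sister screen read the other way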
Target sequence (Q61009 whole entry, looked up): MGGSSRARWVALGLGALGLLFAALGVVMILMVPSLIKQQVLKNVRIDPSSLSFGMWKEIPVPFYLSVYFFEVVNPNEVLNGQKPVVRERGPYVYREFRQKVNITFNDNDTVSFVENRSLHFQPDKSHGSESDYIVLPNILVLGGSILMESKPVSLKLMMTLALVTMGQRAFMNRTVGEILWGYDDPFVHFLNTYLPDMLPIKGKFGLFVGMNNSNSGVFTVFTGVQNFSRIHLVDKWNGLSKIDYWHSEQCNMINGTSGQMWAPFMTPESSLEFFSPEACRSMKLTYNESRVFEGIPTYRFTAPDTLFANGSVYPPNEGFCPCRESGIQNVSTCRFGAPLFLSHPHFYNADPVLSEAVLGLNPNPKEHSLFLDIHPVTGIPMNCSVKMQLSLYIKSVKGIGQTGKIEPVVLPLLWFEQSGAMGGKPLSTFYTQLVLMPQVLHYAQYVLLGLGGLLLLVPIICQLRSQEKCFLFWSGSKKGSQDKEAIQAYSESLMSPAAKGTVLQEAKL
CAL PDZ FP-1 = inhibitors of human CAL PDZ peptide binding; purified CAL PDZ, TMR-peptide fluorescence polarization, 1 h; inhibition, % at 20 µM; 330,000 compounds, 0.02% hits; AID 504414;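 active means highest replicate inhibition of at least 40%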;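 further: plate controls were DMSO neutral control wells for no effect and unlabeled competitor peptide control wells for full effect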
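Material: tagged CAL PDZ protein CerCALP, purified; buffer or medium: sodium phosphate/NaCl buffer pH 7.4 with TCEP, IgG, Thesit; also added: fluorescent TMR peptide probe; schedule: 1 h incubation at room temperature before polarization reading; technique: fluorescence polarization from S- and P-plane intensities, G-factor corrected; control set: unlabelled peptide and DMSO controls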
MITF act = increases MITF-driven TRPM1 promoter luciferase signal. 300,000 compounds, 0.75% hits. activation, % at 12.5 µM. AID 588334. SK-MEL-5 TRPM1-promoter luciferase, 24 h; % of positive control, neutral wells = 0;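 active means mean activation of at least 80% with every replicate also reaching 80%; inconclusive means mean reaches 80% but some replicate falls short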;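 further: 0% = neutral control wells and 100% = parthenolide positive control wells; values of inactives mirror those of a sister screen read the other way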
E coli growth = reduces bacterial viability in AddAB counter-screen. E. coli V3065 growth, OD600 absorbance, 18 h. inhibition, % at 11.9 µM. 330,000 compounds, 0.27% hits. AID 449728;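 active means inhibition above the campaign's mean inhibition across all tested compounds plus 3 SD, cut at about 9.9% in these data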;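 further: uninfected addAB+ strain grown without phage in ampicillin broth; 0% = DMSO wells and 100% = ciprofloxacin 0.95 µg/ml wells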
Wnt bcat act = Wnt/beta-catenin pathway activation | Wnt/beta-catenin reporter cell assay, activator, plate reader | activation, % at 9.35 µM | 300,000 compounds, 1.2% hits; in the data active means activation above about 30%, passing the limit was not always enough; inconclusive means no clear call, values can overlap the other calls;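 further: 0% = neutral control wells and 100% = positive control wells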
Tat transport = inhibitors of E. coli Tat protein transport | E. coli MC4100 TorA-mCherry Tat export, fluorescence | inhibition, % at 10 µM | 340,000 compounds, 0.036% hits | AID 488895;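 active means mean replicate inhibition at least 50% and at least half of replicates individually reaching 50%; inconclusive means only one of the two criteria met; inactive means neither criterion met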;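 further: exported cargo escapes ClpAP degradation while cytoplasmic cargo is degraded and loses fluorescence; 0% = median of neutral control wells and 100% = median of NaSCN control wells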
SR-BI uptake up = enhances SR-BI lipid uptake from DiI-HDL | CHO ldlA[mSR-BI] cells, DiI-HDL uptake fluorescence, 3 h; 100 = double the neutral-control signal | activation, % at 12.5 µM | 320,000 compounds, 0.096% hits;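 active means mean replicate activation of at least 60% and every replicate at or above 60%; inconclusive means mean or all-replicate condition met, but not both; inactive means mean below 60% and not all replicates reaching 60%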;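 further: 0% = median plate neutral-control signal and 100% = twice that signal; values of inactives mirror those of a sister screen read the other way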
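Test system: SR-BI-overexpressing, LDLR-lacking CHO cells; Medium: Ham's F12 with 0.5% BSA, HEPES 25 mM, pH 7.4; Schedule: 3 h, 37 °C; Technique: bottom-read fluorescence, 550/595 nm.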
phage Ecoli inh = E. coli growth loss with phage present; growth absorbance; inhibition, % at 11.9 µM; 360,000 compounds, 0.26% hits; AID 651602; in the data active means inhibition above about 11%
AddAB inh = less growth of phage-infected E. coli with AddAB; E. coli expressing H. pylori AddAB, absorbance growth; inhibition, % at 11.9 µM; 330,000 compounds, 0.29% hits; AID 435030; in the data active means inhibition above about 12%;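 further: 0% = vehicle wells of infected cells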
CAL PDZ FP-2 = CAL PDZ (human) peptide binding inhibition; AID 602252; inhibition, % at 24.9 µM; purified CAL PDZ, TMR-peptide fluorescence polarization, 1 h; 300,000 compounds, 0.92% hits; Q9HD26;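 active means mean inhibition of at least 30% with at least half of replicates also reaching 30%; inconclusive means no clear call, values can overlap the other calls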;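 further: 0% = DMSO neutral control and 100% = excess unlabeled competitor peptide PRC23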
An asterisk follows results filed as active; ? = inconclusive; nt = no result given.

The line under a structure holds: SR-BI DiI inh, CAL PDZ FP-1, MITF act, E coli growth, Wnt bcat act, Tat transport, SR-BI uptake up, phage Ecoli inh, AddAB inh, CAL PDZ FP-2
> Cc1cc(C)nc(SCC(=O)N/N=C/c2cccs2)n1
  -30, 0.2, 23, 1.2, nt, 0, 30, 2.4, 3.9, -4
> Cc1ccc(C)c(NS(=O)(=O)c2cc(C(=O)Nc3cccc(N(C)S(C)(=O)=O)c3)ccc2C)c1
  54, -2.0, -15, -0.1, -7, -5, -54, 1.7, 1.2, -5
> Cc1nn(C)cc1S(=O)(=O)Nc1ccccc1Br
  -17, -0.2, 8, -2.0, 17, ?, 17, 3.3, 1.1, -3
> O=C(CN1C(=O)C2CC=CCC2C1=O)NC1CCCCC1 (centres undefined)
  -19, -0.3, -1, -1.7, -1, 5, 19, 1.3, -0.8, 3
> CCOC(=O)N1CCN(C(=O)C(CC(C)C)NS(=O)(=O)c2ccc(C)cc2)CC1 (centres undefined)
  -2, -0.7, 0, -0.7, 0, 3, 2, 3.8, 1.6, 1
> CCCCN(C(=O)COC(=O)c1nc2nccc(C)n2n1)C1CCS(=O)(=O)C1 (centres undefined)
  -16, -0.3, 7, -3.3, -2, -2, 16, 1.4, -0.6, -3
> Cc1ccc(NS(=O)(=O)c2cc(-c3n[nH]c(=O)c4ccccc34)ccc2C)cc1
  14, -4.1, -1, 3.4, nt, 0, -14, 5.9, 2.5, -6
> Cc1cccc(NC(=O)NC2(C(=O)NCc3ccco3)CCCCC2)c1
  -3, 0.1, 0, 2.0, 5, 13, 3, -3.0, 3.7, -2
> O=C(NCc1ccccc1)c1ccc(NC(=O)c2ccco2)cc1
  21, -2.6, 0, -1.0, 9, -8, -21, 0.9, 1.0, -7
> CCOc1ccc(CC(=O)NCC2(N3CCCCC3)CCCCC2)cc1
  -4, -0.1, 3, -1.9, -3, 2, 4, 0.0, -2.2, 3
> Cc1sc2nc(CN3CCOCC3)nc(NS(=O)(=O)c3ccc4c(c3)OCCO4)c2c1C
  -11, -0.7, 9, -0.2, nt, -3, 11, 1.2, 0.2, -2
> COC(=O)C1=C(C(=O)OC)[C@@H]2Nc3ccccc3[C@@]23C[C@@H](C(=O)OC)N(C(C)=O)C3=N1
  -17, -0.1, -13, -1.8, -3, 3, 17, -2.8, -1.3, -4
> Cc1cc(OCCn2cncn2)ccc1[N+](=O)[O-]
  -7, -0.1, nt, 1.7, 1, 1, 7, 3.2, 1.1, -4
> CC1=CC(C)(C)NC(=S)N1CCO
  -1, 0.1, -6, nt, 6, 7, 1, 2.2, nt, -2
> O=S(=O)(Nc1nc2ccccc2s1)c1ccc(Br)s1
  -8, -0.9, -10, 4.7, 1, -3, 8, 2.1, 3.2, 1
> Cc1ccc(NC(=O)n2ncc3c(C)cccc32)c(C)c1
  7, 0.6, 52, 1.4, 10, -3, -7, -1.4, 1.2, -7
> CC(C)CNC(=O)CSc1n[nH]c(=O)n1CCc1ccccc1
  nt, -0.4, -8, 0.5, 0, -8, nt, 1.4, 1.3, 0
> Cc1ccccc1Cn1c(C)cc(C)c(C#N)c1=O
  10, -0.9, -2, -0.5, -1, -4, -10, 1.2, 1.3, 0
> COc1ccccc1OCC(O)CO (centres undefined)
  -6, -0.1, 3, 2.9, -2, -6, 6, 3.0, 2.6, 2
> COC(=O)CN(C#N)c1nc(NC(C)C)nc(OC)n1
  -13, 1.8, -11, -1.1, nt, -10, 13, 3.7, 0.0, 2

Part of the list above, reformatted:
| compound | SR-BI DiI inh | CAL PDZ FP-1 | MITF act | E coli growth | Wnt bcat act | Tat transport | SR-BI uptake up | phage Ecoli inh | AddAB inh | CAL PDZ FP-2 |
| --- | --- | --- | --- | --- | --- | --- | --- | --- | --- | --- |
| Cc1sc2nc(CN3CCOCC3)nc(NS(=O)(=O)c3ccc4c(c3)OCCO4)c2c1C | -11 | -0.7 | 9 | -0.2 | nt | -3 | 11 | 1.2 | 0.2 | -2 |
| COC(=O)C1=C(C(=O)OC)[C@@H]2Nc3ccccc3[C@@]23C[C@@H](C(=O)OC)N(C(C)=O)C3=N1 | -17 | -0.1 | -13 | -1.8 | -3 | 3 | 17 | -2.8 | -1.3 | -4 |
| Cc1cc(OCCn2cncn2)ccc1[N+](=O)[O-] | -7 | -0.1 | nt | 1.7 | 1 | 1 | 7 | 3.2 | 1.1 | -4 |
| CC1=CC(C)(C)NC(=S)N1CCO | -1 | 0.1 | -6 | nt | 6 | 7 | 1 | 2.2 | nt | -2 |
| O=S(=O)(Nc1nc2ccccc2s1)c1ccc(Br)s1 | -8 | -0.9 | -10 | 4.7 | 1 | -3 | 8 | 2.1 | 3.2 | 1 |
| Cc1ccc(NC(=O)n2ncc3c(C)cccc32)c(C)c1 | 7 | 0.6 | 52 | 1.4 | 10 | -3 | -7 | -1.4 | 1.2 | -7 |
| CC(C)CNC(=O)CSc1n[nH]c(=O)n1CCc1ccccc1 | nt | -0.4 | -8 | 0.5 | 0 | -8 | nt | 1.4 | 1.3 | 0 |
| Cc1ccccc1Cn1c(C)cc(C)c(C#N)c1=O | 10 | -0.9 | -2 | -0.5 | -1 | -4 | -10 | 1.2 | 1.3 | 0 |
| COc1ccccc1OCC(O)CO (centres undefined) | -6 | -0.1 | 3 | 2.9 | -2 | -6 | 6 | 3.0 | 2.6 | 2 |
| COC(=O)CN(C#N)c1nc(NC(C)C)nc(OC)n1 | -13 | 1.8 | -11 | -1.1 | nt | -10 | 13 | 3.7 | 0.0 | 2 |

More entries.
The line under a structure holds: SR-BI DiI inh, CAL PDZ FP-1, MITF act, E coli growth, Wnt bcat act, Tat transport, SR-BI uptake up, phage Ecoli inh, AddAB inh, CAL PDZ FP-2
> Cc1cccc(N/C(=N/S(=O)(=O)c2ccccc2)c2ccccc2)n1
  -7, 0.7, 8, 0.9, 2, 1, 7, -2.1, 4.9, -2
> C=C(C)C(=O)Nc1nnc(-c2cccs2)s1
  22, -2.1, 5, 1.0, nt, 1, -22, 1.6, 5.8, -4
> CCOc1ccc(-c2nn(-c3ccccc3)cc2/C=C(\C#N)S(=O)(=O)c2ccccc2)cc1C
  18, -0.2, nt, 0.5, 0, 11, -18, 3.6, 2.7, -7
> Cc1cc(C(=O)N/N=C/c2ccccc2[N+](=O)[O-])c(C)o1
  20, 1.1, 84*, 2.4, 0, -15, -20, 2.1, 1.3, nt
> COc1cc(/C=C2/C(=O)N(c3ccc(C)c(C)c3)N=C2C)cc([N+](=O)[O-])c1O
  -32, -1.1, nt, 3.5, -4, 17, 32, 1.5, 4.0, -4
> Cc1cc(Cl)ccc1NC(=O)C1CCN(S(C)(=O)=O)CC1
  nt, -0.5, -11, -0.8, 1, 2, nt, 3.6, -0.5, 3
> Cc1ccc(OCC(=O)N/N=C/c2ccc([N+](=O)[O-])o2)cc1
  -5, -0.2, -61, 6.9, nt, -1, 5, 2.9, 6.2, -2
> CCN(CC)Cc1c(C(=O)N/N=C/c2cccc(OCc3ccc(F)cc3)c2)nnn1-c1nonc1N
  -6, -3.0, -3, -0.4, 0, -5, 6, -0.8, 1.2, -4
> CCN1CCN(c2ccc(S(=O)(=O)N3CCCCC3)cc2NC(=O)/C=C/c2cc(OC)ccc2OC)CC1
  -14, -1.6, -25, -2.0, -1, -2, 14, 2.3, -1.3, -1
> CCOC(=O)c1nnn(CC(=O)Nc2ccccc2OC)c1C(=O)OCC
  11, -0.5, -12, -0.6, 2, -11, -11, 1.2, 2.0, 3
> COc1ccc(S(=O)(=O)Nc2noc3ccccc23)cc1OC
  -18, nt, -8, 1.8, 1, -1, 18, 4.3, 2.2, -15
> Cc1ccc(OC(=O)Cn2c(C(F)(F)F)nc3ccccc32)cc1
  -16, nt, 9, -0.1, -2, -6, 16, 2.4, 3.7, 3
> Cc1ccc(Cn2c(C3CCCN3c3nc(-c4ccc(F)cc4)cs3)nc3cc(Cl)c(Cl)cc32)cc1 (centres undefined)
  -8, -0.4, -10, 2.3, -5, -11, 8, 0.0, 2.6, 3
> CSc1ccccc1NC(=O)C1CCCO1 (centres undefined)
  -25, -2.0, 0, 0.8, -1, 0, 25, 3.0, 0.9, -2
> CC1CSc2nnc(CCc3ccccc3)n21 (centres undefined)
  0, 0.9, -4, 1.0, -5, 4, 0, 0.0, 3.5, -2
> O=C(Nc1ccc2ccccc2n1)c1ccccc1Cl
  13, -0.8, 57, -3.8, 36*, 2, -13, 1.7, 2.5, 12
> COCC(=O)N(Cc1cc2ccc(C)cc2[nH]c1=O)c1ccc(OC)cc1
  -17, -2.6, -17, -1.7, nt, 5, 17, 2.1, -1.7, nt
> Cc1ccc(S(=O)(=O)N2CCC(=O)N(CCOCc3cccc(Cl)c3)CC2)cc1
  -16, -0.1, 7, 0.2, -6, 1, 16, 0.5, 2.0, -2
> O=C(CN(C(=O)c1csnn1)c1cccc2c1CCCC2)NC1CCCC1
  65, nt, 5, 3.1, 0, -4, -65, 6.3, 3.6, 14
> O=C(NC1CCOc2ccccc21)c1ccc(=O)[nH]c1 (centres undefined)
  0, -0.8, -6, -0.4, -4, 15, 0, 0.7, 1.7, -5
> CCCCSc1nc2[nH]ncc2c(=O)[nH]1
  -5, -0.5, -1, -0.8, -2, 6, 5, 3.7, 1.2, -2
> CCC(=O)Nc1cccc(C2=NOC3(C2)C[C@H](C(N)=O)N(C(=O)CC#N)C3)c1 (some centres undefined)
  -14, 1.4, -8, 1.4, 2, 0, 14, 0.9, 3.5, 1
> O=C(Nc1cccc(NS(=O)(=O)c2ccc(S(=O)(=O)NC3CC3)cc2)c1)c1ccccn1
  -12, -1.5, 5, 1.2, 2, 6, 12, 0.8, 1.4, 3
> COc1ccc(S(=O)(=O)N(CC(=O)NC2CC2)c2ccc(C)cc2)cc1OC
  -7, nt, 13, -2.2, -3, 2, 7, 1.9, 0.3, -5
> CN1CCN(C(=S)Nc2ccccc2Cl)CC1
  7, 0.7, 10, 0.3, nt, 4, -7, 0.6, 1.9, -3
> CCCCn1c(N)c(N(CCOC)C(=O)CSCc2ccccc2C)c(=O)[nH]c1=O
  -12, -3.0, -5, 2.3, -1, -2, 12, 2.1, -0.6, -4
> COc1ccc(C(=O)NNC(=O)CSc2nnc(-c3ccc(O)cc3)n2C)cc1
  -25, 3.1, 10, -0.6, -1, 0, 25, 5.0, 1.9, -6
> COc1ccc([N+](=O)[O-])cc1N(CC(O)CN(CC(C)C)CC(C)C)S(=O)(=O)c1ccc(C)cc1 (centres undefined)
  -9, 1.1, 18, 0.5, 2, 4, 9, 2.1, 0.1, 0
> Cc1cccc(Cn2cc(SCC(=O)Nc3nccs3)c3ccccc32)c1
  23, 0.8, 68, -1.5, 41*, 2, -23, 2.4, 0.3, 1
> CCN(CC)c1cc(C)c2cc(NC(=O)CNC(C)=O)ccc2n1
  -11, nt, nt, 0.2, 1, -2, 11, 2.9, 1.3, -2
> O=C(NCCc1ccc2c(c1)OCCO2)c1ccc([N+](=O)[O-])cc1Cl
  -18, -11, -9, -0.2, -1, 1, 18, 2.4, -1.0, 1
